Source: PubChem (several laboratories)
iPSC survival up – hiPSC single-cell survival enhancement | ATPlite luminescence; 100% = ROCK inhibitor wells, 0% = DMSO | survival enhancement, % at 20 µM | 360,000 compounds, 0.044% hits | AID 602274; in the data active means survival enhancement above about 18%;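 further: cells exposed to compounds for 16 hours before the ATP read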
Glyco luc inh – N-linked glycosylation inhibition; D54 ERlucT glycosylation luciferase reporter, 24 h; percent of 100 nM tunicamycin response; reporter increase, % at 12.5 µM; 360,000 compounds, 0.23% hits;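 active means mean luciferase reporter signal, scaled so untreated is 0 and the glycosylation-blocking control 100, at or above a set limit in every replicate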;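 further: luciferase carries N-glycosylation sites so blocking glycosylation raises the light; 0% = median of neutral control wells and 100% = median of 100 nM tunicamycin wells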
HTR2A ag – agonists of mouse serotonin 5-HT2A receptor (HTR2A) | P35363 | CHO-K1 mHTR2A beta-arrestin complementation, luminescence; percent of 30 µM serotonin response | activation, % at 7.6 µM | 360,000 compounds, 0.66% hits | AID 624169;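 active means activation above a run cutoff, the mean activation of all tested compounds plus 3 SD, cut at about 14% in these data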;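 further: 0% = plate median of compound wells and 100% = 30 µM serotonin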
ABHD5 PLIN5 PPI – ABHD5-PLIN5 protein interaction inhibition; inhibition, % at 4 µM; AID 602281; Q00G26+Q8WTS1; 360,000 compounds, 0.78% hits; Split G. princeps luciferase complementation, luminescence, 4 h;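 active means inhibition above the mean inhibition across every tested compound plus 3 SD, cut at about 22% in these data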;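 further: 0% = DMSO only wells and the 100% control is not disclosed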
MC4R ag barr – agonists of human melanocortin 4 receptor (MC4R) beta-arrestin; P32245; U2OS MC4R beta-arrestin complementation, luminescence; percent of melanotan II response, DMSO zero; activation, % at 8.9 µM; 360,000 compounds, 0.98% hits; AID 540308;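 active means activation above a per-plate cutoff, the mean activation of sample wells on that plate plus 3 SD, cut at about 8% in these data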
MC4R antag cAMP – human MC4R antagonism in cAMP assay; MC4R-expressing cells, MTII-stimulated cAMP, LANCE TR-FRET; 360,000 compounds, 0.48% hits; P32245; inhibition, % at 6.5 µM;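 active means inhibition above its plate's cutoff, the mean of tested wells on that plate plus 3 SD, cut at about 29% in these data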;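 further: 0% = Melanotan II alone and 100% = Melanotan II plus saturating MCL0020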
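Material: human MC4R-expressing U2OS cells. Probe or stimulus: Melanotan II challenge. Dosing: 6.5 µM single dose. Times: 30-min compound, 1-h challenge, 1-h detection, room temperature. Technique: TR-FRET with Eu-cAMP and labeled anti-cAMP, 671 nm. Replication: singlicate.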
H9c2 protect – protects H9c2 cardiomyocytes from peroxide injury | 360,000 compounds, 0.63% hits | H2O2 injury protection, ATPLite, 2 h | AID 588492 | protection from H2O2 cell death, % at 20 µM;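 active means compounds giving at least 50% protection of heart cells from peroxide-induced death in the single-dose screen, raw or plate-pattern-corrected value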;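 further: 0% = DMSO wells with peroxide and 100% = DMSO wells without peroxide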
Exocytosis inh – lytic granule exocytosis inhibition; TALL-104 LAMP-1 surface exposure, flow cytometry; cells stimulated with thapsigargin and PMA; inhibition, % at 10 µM; 360,000 compounds, 0.66% hits; AID 651702;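 active means inhibition above about 55%, limit read from the data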
ABCB6 inh MLPCN – inhibitors of human ABC transporter ABCB6; Q9NP58; K562-ABCB6 porphyrin accumulation, flow cytometry, 1 h; stronger effect = lower value; fluorescence ratio to DMSO, % at 10 µM; 360,000 compounds, 0.19% hits; AID 602162;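 active means fluorescence ratio to DMSO below 75%, the collection mean minus 3 SD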;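 further: signal is porphyrin accumulated inside mitochondria; 100% equals median channel fluorescence of DMSO control wells; lower ratio means ABCB6 inhibition with less porphyrin fluorescence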
Target sequence (Q9NP58 whole entry, looked up): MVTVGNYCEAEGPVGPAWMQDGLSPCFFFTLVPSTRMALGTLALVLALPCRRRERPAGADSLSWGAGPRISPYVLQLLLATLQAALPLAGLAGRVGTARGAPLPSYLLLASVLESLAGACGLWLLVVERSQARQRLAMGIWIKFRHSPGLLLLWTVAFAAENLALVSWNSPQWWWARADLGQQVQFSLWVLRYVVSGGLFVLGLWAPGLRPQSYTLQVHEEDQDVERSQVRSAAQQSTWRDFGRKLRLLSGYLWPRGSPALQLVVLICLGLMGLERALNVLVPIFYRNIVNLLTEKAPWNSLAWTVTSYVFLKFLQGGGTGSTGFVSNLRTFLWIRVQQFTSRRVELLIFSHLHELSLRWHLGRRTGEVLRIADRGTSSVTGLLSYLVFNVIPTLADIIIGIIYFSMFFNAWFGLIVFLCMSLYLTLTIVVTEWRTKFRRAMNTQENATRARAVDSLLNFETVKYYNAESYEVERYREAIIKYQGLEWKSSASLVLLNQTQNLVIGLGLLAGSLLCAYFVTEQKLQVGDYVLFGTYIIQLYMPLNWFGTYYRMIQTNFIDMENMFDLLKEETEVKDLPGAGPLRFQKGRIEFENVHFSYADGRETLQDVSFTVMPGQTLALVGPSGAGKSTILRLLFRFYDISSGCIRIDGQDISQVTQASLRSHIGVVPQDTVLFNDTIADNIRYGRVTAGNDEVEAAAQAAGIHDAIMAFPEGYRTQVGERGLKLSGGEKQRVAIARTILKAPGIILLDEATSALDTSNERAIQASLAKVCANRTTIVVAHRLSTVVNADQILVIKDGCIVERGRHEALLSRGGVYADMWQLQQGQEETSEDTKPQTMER
aDG glyco up – increases alpha dystroglycan glycosylation; AID 624168; 360,000 compounds, 0.22% hits; activation, % at 10 µM; Pro5-aDG cells, alpha-DG glycosylation AlphaScreen (IIH6); 0% Pro5, 100% B10-LARGE cell signal;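 active means activation of at least 8% versus controls, or a plate z-score of at least 8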;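 further: Pro5 are CHO cells carrying HIG-tagged alpha-DG that lacks glycosylation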
* marks the source's active call; other numbers are inactive results.

SMILES	iPSC survival up	Glyco luc inh	HTR2A ag	ABHD5 PLIN5 PPI	MC4R ag barr	MC4R antag cAMP	H9c2 protect	Exocytosis inh	ABCB6 inh MLPCN	aDG glyco up
CC1=C(C(=O)Nc2ccc(Cl)cc2C(=O)N2CCC(C(N)=O)CC2)SCCO1	0.9	1.0	0.1	-3.7	-2.7	12.5	2.3	-1.6	98.0	0.0
Cc1nsc(Nc2ccc([N+](=O)[O-])cc2)c1C#N	-0.6	-1.8	-3.0	2.7	0.5	5.6	-20.8	8.1	100.0	0.8
C[C@@H](CSc1ccc(Br)cc1)CN1CC[C@H](NC(=O)OCc2ccccc2)CCC1=O	-1.6	-3.9	-3.6	9.2	2.7	13.5	-19.6	41.9	97.0	0.6
CCN(CC)S(=O)(=O)c1cccc(-c2nnc(SCC#N)n2Cc2ccccc2)c1	-1.3	-1.6	-4.0	0.8	-1.5	13.0	0.6	-0.3	90.0	1.6
CCCCC1CCC(C(=O)N2CCOCC2)CC1 (stereo not drawn)	0.7	3.1	-0.5	-2.5	-1.3	1.5	3.8	1.2	99.0	0.2
O=C(Nc1cccc(Cl)c1)c1nc[nH]c1C(=O)Nc1ccccc1F	5.6	-2.7	-5.9	-5.4	3.5	1.4	-4.7	1.9	106.0	0.3
Cc1c(OCC(=O)Nc2cccnc2)ccc2c3c(c(=O)oc12)CCC3	0.2	-1.8	1.5	3.4	-3.8	2.6	3.3	-0.2	92.0	0.1
CCC(CC)C(=O)Nc1cc([N+](=O)[O-])ccc1F	-2.9	-1.8	-1.5	-1.4	-2.0	3.1	0.1	-2.1	98.0	0.2
CC1(OC(=O)CCc2ccccc2)C(=O)C=C2C=C(c3ccc(C#N)cc3)N(CCN3CCOCC3)C=C2C1=O (stereo not drawn)	2.4	1.5	4.5	-14.3	-1.8	2.1	-6.3	-9.4	100.0	0.0
Cc1ccc(CN(C(=O)N2CCN(C)CC2)S(=O)(=O)c2ccc(C)cc2)cc1	0.0	2.0	5.5	3.6	-0.5	5.2	-0.9	-2.5	99.0	-0.3
COc1ccc(CCNC(=O)c2cc(=O)[nH]c3ccc(Br)cc23)cc1OC	1.8	3.9	1.1	7.3	-0.1	-2.1	7.7	4.4	94.0	-0.1
COc1cccc(-c2ccc3c(c2)C2CC3CCN2C(=O)c2ccc(Cl)cc2)c1 (stereo not drawn)	-1.3	0.4	-5.1	1.4	-0.6	3.5	-9.0	-5.6	103.0	0.1
CCCCNC(=O)C1(C)CCN1Cc1ccc(C#N)cc1 (stereo not drawn)	-1.7	1.4	-0.2	-0.7	1.6	10.5	4.6	9.3	102.0	-0.2
CCc1nnc(NC(=O)CSc2ccc(-c3cccs3)nn2)s1	-0.1	1.6	-3.4	-2.4	-1.8	9.9	-3.0	-2.6	102.0	-0.4
CC1(C)Cc2cccc(OCC(=O)N3CCN(c4ccc(F)cc4)CC3)c2O1	1.2	-0.9	-15.7	-1.2	-0.1	4.7	4.8	4.3	101.0	0.2
CN(Cc1ccccc1)S(=O)(=O)c1ccc2c(c1)OCCO2	0.0	-1.3	-0.7	1.1	-0.9	-0.1	3.6	-1.4	88.0	-0.1
CS(=O)(=O)c1ccc2nc(NC(=O)c3ccc(S(=O)(=O)NCC4CCCO4)cc3)sc2c1 (stereo not drawn)	-0.1	-1.4	1.1	1.0	-0.1	4.4	0.3	-0.2	97.0	0.0
COc1ccc(CCCCCCOCc2ccccc2)cc1	-2.7	1.6	0.4	1.7	1.5	1.2	-3.6	9.9	95.0	-0.2
Cc1cccc(OCC(=O)NCCCNC(=O)c2ccco2)c1	-0.1	-0.3	-10.3	2.6	-2.6	-0.6	-0.9	-2.9	98.0	0.0
COc1ccc2cc1Oc1ccc(cc1)CC1c3c(cc(OC)c4c3Oc3cc5c(cc3O4)CCNC5C2)CCN1C (stereo not drawn)	-5.9	-13.7	-3.1	5.8	45.0*	6.4	-17.8	17.6	102.0	-1.2
Cc1cccc(N(CC(=O)NCc2ccc3c(c2)OCO3)C(=O)CCC(=O)Nc2ccccn2)c1C	-1.8	-2.9	3.7	4.4	-0.5	20.6	20.3	-1.5	98.0	-0.1
COC(=O)C1=C(C)N(c2cccc(OC)c2)C(=O)/C1=C\c1ccco1	0.1	3.7	-0.7	5.3	4.3	-4.8	10.8	-1.6	97.0	-0.2
O=C1NN(c2ccccc2)C(=O)/C1=C\c1cccc(OC(=O)c2cccs2)c1	-0.3	1.1	-2.9	-10.9	-1.5	-4.2	5.1	24.9	96.0	-0.3
CCCCn1c(SCC(=O)N2CC(=O)Nc3ccccc32)nnc1-c1ccoc1C	2.1	-0.3	-1.3	1.1	-1.0	4.7	14.6	-1.1	94.0	-0.1
O=C(CSc1nnc(-c2cccs2)o1)N1CCCCC1	-0.6	-4.9	-1.3	9.1	0.5	14.1	-0.1	3.4	100.0	0.0
COC(=O)c1ccc(COC(=O)CNC(=O)c2ccc(OC)cc2)cc1	-0.5	3.0	9.2	-4.5	0.1	8.5	-1.0	-9.5	96.0	-0.1
CCOC(=O)C(C)(C)Sc1ncnc2nc[nH]c12	-1.0	0.4	-4.2	-3.1	0.0	12.7	8.8	-1.1	97.0	-0.2
Cc1cc(OCC(O)CNC(C)(C)C)ccc1Cl (stereo not drawn)	0.3	1.4	-4.8	3.4	1.9	1.5	5.8	-2.5	98.0	-0.3
Cc1ccc(C)c(-n2c(Cc3cc(=O)[nH]c(=O)[nH]3)nnc2SC(C)C)c1	1.2	1.8	-0.8	1.5	-0.9	2.8	-3.0	0.1	94.0	0.0
CN(C(=O)CSc1nc(C2CC2)n(-c2ccccc2)n1)C1CCS(=O)(=O)C1 (stereo not drawn)	-0.4	2.0	0.6	-0.7	-0.4	0.8	-3.1	-2.3	93.0	-0.2
Cc1ccc(NC(=O)O/N=C2\CCCCC2c2ccc([N+](=O)[O-])cc2[N+](=O)[O-])cc1 (stereo not drawn)	0.1	0.9	-1.0	5.2	-0.1	10.6	-6.6	1.9	80.0	0.3
Cc1ccccc1-n1cc(CNCc2c(C(=O)N(C)C)nc3ccc(Cl)cn23)cn1	-0.2	-0.7	-7.2	0.5	-1.7	4.9	2.8	3.6	100.0	1.1
N#Cc1ccc(NN=Nc2ccccc2C#N)cc1	-2.1	-2.9	-8.0	-5.0	2.4	6.4	21.5	2.4	98.0	-0.4
Cc1cc(Br)ccc1NC(=O)CN(C)C(=O)c1ccc2ccccc2n1	-0.2	1.9	-5.0	-6.0	-4.5	8.9	-2.2	-4.3	93.0	-0.2
O=C(c1cccc(Br)c1)N1CCN(C(=O)N2CCOCC2)CC1	-0.2	-0.6	7.5	6.9	2.0	12.2	-3.4	6.7	91.0	-0.1
CCOC(=O)C1C(C(=O)OC)=C(c2ccc(OC)cc2)c2ccccc2N1S(=O)(=O)C(F)(F)F (stereo not drawn)	-1.7	-0.7	-0.1	5.1	4.9	2.0	15.1	-2.7	98.0	0.3
COc1cc(C2C(C#N)=C(N)Oc3n[nH]c(C)c32)ccc1OC(=O)c1ccccc1 (stereo not drawn)	0.1	1.2	-3.5	-1.5	0.6	4.4	1.7	-3.8	95.0	0.1
CCCC(=O)NC(=S)Nc1ccccc1F	2.9	3.0	-3.1	-4.4	-2.3	5.5	-2.0	-0.6	96.0	0.0
O=C(Nc1ccc(Cl)cc1)C1c2cccc[n+]2CC(=O)N1Cc1ccc2c(c1)OCO2 (stereo not drawn)	0.5	3.1	1.2	-12.9	1.0	28.4	-3.7	-1.4	106.0	0.7
CC1CCCC(C)N1C(=O)COC(=O)CN1C(=O)c2ccccc2C1=O (stereo not drawn)	0.0	1.3	7.7	-0.5	-0.8	2.4	-9.9	-0.9	90.0	-0.1
COc1cc(C2N3CC4(C)CN2CC(C)(C3)C4)ccc1O (stereo not drawn)	1.3	0.4	4.1	-4.5	1.6	5.2	-2.8	-1.1	91.0	0.1
COC(=O)C1C(=O)OC(C)(C)C1C(C)C(=O)c1ccc(C)cc1C (stereo not drawn)	-1.0	-0.1	-6.8	-3.8	-1.9	6.6	-6.6	4.5	92.0	0.2
CC(=O)Nc1ccc(S(=O)(=O)NCC(=O)OCC(=O)NCc2ccco2)cc1	-0.4	1.4	-1.7	7.4	1.7	6.2	-0.7	6.7	101.0	0.5
CN(C)CC1CCCCC1C1(O)c2ccccc2CSc2sccc21 (stereo not drawn)	-0.3	-4.0	-1.3	14.7	0.2	8.9	-3.8	2.6	90.0	1.8
O=C1OCc2ccc(NC(=O)c3c(F)cccc3Cl)cc21	0.6	-0.1	1.3	8.7	-2.5	-0.8	13.3	0.5	98.0	0.1
COc1cc(OC)cc(OCC(O)Cn2ccnc2C)c1 (stereo not drawn)	-2.3	1.5	1.1	3.6	-1.2	8.7	-1.5	-3.6	97.0	0.0
O=C(NC1CCS(=O)(=O)C1)C1CCCCN1S(=O)(=O)c1ccc(Cl)cc1 (stereo not drawn)	-0.2	3.8	-3.1	-6.3	0.1	6.0	1.4	-3.7	95.0	-0.2
Cc1cccc(C2CN(C)CCc3c2cc(O)c(O)c3Cl)c1 (stereo not drawn)	4.8	3.0	21.7*	-7.8	0.2	3.8	45.1	3.6	99.0	0.0
COC(=O)c1c(-c2ccc(C)cc2)csc1NC(=S)NC(=O)c1cc(OC)cc(OC)c1	-0.4	-0.5	1.8	-1.1	0.9	16.6	-1.7	-1.7	109.0	-0.2
CC[N+]1(CC)CC2=Cc3ccccc3CC2C1 (stereo not drawn)	-0.5	2.7	1.3	-2.4	-2.5	2.9	2.9	-0.8	103.0	0.0
(listing goes on)
SMILES	iPSC survival up	Glyco luc inh	HTR2A ag	ABHD5 PLIN5 PPI	MC4R ag barr	MC4R antag cAMP	H9c2 protect	Exocytosis inh	ABCB6 inh MLPCN	aDG glyco up
O=C(CSc1ccccc1)Nc1ccc2c(c1)C(=O)NC2=O	0.6	1.3	0.8	8.4	-2.7	3.1	-4.8	-2.3	100.0	-0.1
O=C1NC2(CCCCCC2)C(=O)N1Cc1ccc(Br)cc1	-0.3	0.5	1.2	5.3	1.3	4.8	4.2	5.9	95.0	-0.1
CCOC(=O)N1CCN(C(=O)CSCc2nc(-c3ccccc3F)oc2C)CC1	-1.9	-1.1	8.0	-6.7	1.6	8.5	-3.5	-1.7	86.0	0.6
OC[C@@H]1[C@@H](c2ccccc2)C(c2ccccc2)=NN1c1ccccc1	-0.3	-0.7	-4.1	-6.8	1.9	6.1	-21.1	-1.6	99.0	0.5

Compound profiles, as listed above. Values in the order: iPSC survival up, Glyco luc inh, HTR2A ag, ABHD5 PLIN5 PPI, MC4R ag barr, MC4R antag cAMP, H9c2 protect, Exocytosis inh, ABCB6 inh MLPCN, aDG glyco up
Record of `COC(=O)C1C(=O)OC(C)(C)C1C(C)C(=O)c1ccc(C)cc1C` (stereo not drawn) → -1.0, -0.1, -6.8, -3.8, -1.9, 6.6, -6.6, 4.5, 92.0, 0.2
Record of `CCCCC1CCC(C(=O)N2CCOCC2)CC1` (stereo not drawn) → 0.7, 3.1, -0.5, -2.5, -1.3, 1.5, 3.8, 1.2, 99.0, 0.2
Record of `CC1CCCC(C)N1C(=O)COC(=O)CN1C(=O)c2ccccc2C1=O` (stereo not drawn) → 0.0, 1.3, 7.7, -0.5, -0.8, 2.4, -9.9, -0.9, 90.0, -0.1
